SMN2 splice enh: increases expression of the SMN2 splice variant. HEK293 SMN2-luciferase splicing reporter, luminescence, 30-36 h. Potency, µM (series often up to 46.1 µM), inactives show at the top dose activity change, positive = activation, hits mostly activators. actives 2.8% (n = 210,000); note: % of control where 0% means no effect; nearly all actives have a fitted effect of over 55% in size
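HEK293 cells carry an SMN2 […]–luciferase reporter in which exon 7 inclusion puts luciferase in frame. Cells were plated 10-12 h before compound addition, then incubated 30-36 h at 37C. ONE-Glo luminescence was read; sodium butyrate at 4.5 mM final served as control.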
HTT cytoprotect: Huntington cell model cytoprotection by ATP luminescence. PC12 HTT-Q103 induced, cytoprotection, ATP luminescence, 40 h. actives 0.14% (n = 230,000). Potency, µM (top dose mostly 56.4 µM), for inactives: cytoprotection (ATP increase), usual class: activators;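 note: % of control where 0% means no effect; nearly all actives have a fitted effect of over 45% in size; toxic huntingtin expression switched on by the ecdysone agonist tebufenozide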
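Cells were plated at 1500 per well in phenol red-free DMEM with 5% equine and 5% calf serum. Tebufenozide (100 nM final) and compounds were added, then ATPlite reagent, and luminescence was read.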
ALDH1A1 block: ALDH1A1 (human) enzyme inhibition; Purified ALDH1A1, NADH fluorescence, propionaldehyde substrate; Potency, µM (series often up to 75.3 µM), for the others: at the highest dose activity, negative = inhibition, actives largely listed as inhibitors; actives 7.3% (n = 220,000); AID 1030; active = well fitted inhibition curve with a large enough effect, not every such curve was filed as active; inconclusive = small, poorly fitted or top-dose-only effect, or another doubt; inactive = no such curve, though single readings can be large or run the other way;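 note: plate controls were no enzyme wells and a reference inhibitor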
Target sequence (P00352 whole entry, looked up): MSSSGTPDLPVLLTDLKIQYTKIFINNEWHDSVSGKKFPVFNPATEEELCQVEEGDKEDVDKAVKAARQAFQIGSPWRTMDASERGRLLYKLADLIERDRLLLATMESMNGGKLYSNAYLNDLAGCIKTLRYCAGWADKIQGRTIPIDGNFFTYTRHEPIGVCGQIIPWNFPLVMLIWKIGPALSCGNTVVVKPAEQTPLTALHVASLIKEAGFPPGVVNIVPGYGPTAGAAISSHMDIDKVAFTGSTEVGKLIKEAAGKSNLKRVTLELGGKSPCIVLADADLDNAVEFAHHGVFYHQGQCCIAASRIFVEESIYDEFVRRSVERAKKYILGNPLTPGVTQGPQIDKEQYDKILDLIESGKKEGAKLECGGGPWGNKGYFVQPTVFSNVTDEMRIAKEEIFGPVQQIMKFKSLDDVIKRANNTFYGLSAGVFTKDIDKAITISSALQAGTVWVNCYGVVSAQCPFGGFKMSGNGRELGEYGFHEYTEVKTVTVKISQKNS
Numbers without * were called inactive; ? = inconclusive; [ ] = another dose, or the depositor's remark. Unless noted, calls come from the whole dose curve; as a rule, active = well fitted activation curve with a large enough effect; inconclusive = small, poorly fitted or top-dose-only effect; inactive = no such curve, though single readings can be large or run the other way. Potency is the fitted concentration of half-maximal effect.

SMILES	SMN2 splice enh	HTT cytoprotect	ALDH1A1 block
Cc1ccc(C2=C(Cl)C(=O)C(c3ccc(C)cc3)=C(Cl)C2=O)cc1	-2%[9.22 µM]	9%[10 µM]	-3%[13.5 µM]
CCOC(=O)[C@]1(CC(=O)O)CCCC1=O	1%[9.22 µM]	8%[10 µM]	2%[13.5 µM]
N#Cc1ccc(CN2CCC3(CC2)CCN(S(=O)(=O)c2ccccc2)CC3)cc1	-72%[inhibitor]	10%	?
O=C(c1cc(C(F)(F)F)cc(C(F)(F)F)c1)N1CCC2(CCCN(Cc3ccccc3)C2)CC1	-9%	-51%[inhibitor]	4%
COCCn1c(=O)c(-c2ccc(F)cc2)nc2cnc(Oc3ccc(OC)cc3)nc21	-7%	-99%[inhibitor]	?
CCCCC(CC)CO (stereo not drawn)	6%	-4%	?
CS(=O)(=O)N1CCC[C@@]2(CCN(Cc3ccccc3)C2)C1	-12%	24%	0%
O=C(O)[C@H](Cc1cc(I)c(O)c(I)c1)C1CCCCC1	-3%[9.22 µM]	-11%[10 µM]	-13%[13.5 µM]
Cn1c(=O)c2[nH]c(CCCCc3nc4ccccc4[nH]3)nc2n(C)c1=O	0%[9.22 µM]	-3%[10 µM]	6%[13.5 µM]
c1ccc(NN(Cc2cnccn2)c2ccccc2)cc1	-14%[9.22 µM]	-11%[10 µM]	3%[13.5 µM]

Two entries from above in a different format.
Screens in order: SMN2 splice enh	HTT cytoprotect	ALDH1A1 block
Cc1ccc(C2=C(Cl)C(=O)C(c3ccc(C)cc3)=C(Cl)C2=O)cc1
 : -2%[9.22 µM]	9%[10 µM]	-3%[13.5 µM]
CCOC(=O)[C@]1(CC(=O)O)CCCC1=O
 : 1%[9.22 µM]	8%[10 µM]	2%[13.5 µM]

The listing continues.
SMILES	SMN2 splice enh	HTT cytoprotect	ALDH1A1 block
Oc1cccnc1CN1CCCCC1	-9%[9.22 µM]	-8%[10 µM]	-2%[13.5 µM]
O=C(O)c1nnsc1-c1csnn1	1%[9.22 µM]	-2%[10 µM]	4%[13.5 µM]
c1ccc(SC(Sc2ccccc2)c2ccc3c(c2)OCO3)cc1	-2%[9.22 µM]	-7%[10 µM]	0%[13.5 µM]
N#Cc1cccc(NC(=O)N2CC[C@@]3(CCCN(C(=O)c4cccc(F)c4)C3)C2)c1	-17%	-30%[inhibitor]	-4%
O=C(Nc1cccc(F)c1)N1CC[C@@]2(CCCN(S(=O)(=O)c3ccccc3)C2)C1	-13%	-31%[inhibitor]	-3%
Cn1cccc1C(=O)N1CCC[C@@]2(CCN(Cc3ccc(C#N)cc3)C2)C1	-12%	17%	?
CS(=O)(=O)N1CCC2(CCCN(C(=O)Nc3cccc(F)c3)C2)CC1	-23%	-47%[inhibitor]	18%
CC(CCN)(CCN)[N+](=O)[O-]	-13%[9.22 µM]	-2%[10 µM]	-9%[13.5 µM]
CS(=O)(=O)N1CCC2(CC1)CN(C(c1ccccc1)c1ccccc1)C2	2%	-1%	7%
CC1=CC(=O)CC(C)(C)[C@]1(O)/C=C\C(C)=C\C(=O)O	-11%[9.22 µM]	-11%[10 µM]	6%[13.5 µM]
O=C(O)c1cc(=O)[nH]c(=S)[nH]1	-6%[9.22 µM]	-4%[10 µM]	-2%[13.5 µM]
COc1ccc(C(=O)N2CCC[C@@]3(CCN(CC(C)C)C3)C2)cc1	-1%	-86%[inhibitor]	-14%
COc1ccc(Oc2ncc3nc(C)c(=O)n(Cc4ccc(F)cc4)c3n2)cc1	-49%[inhibitor]	16%	25µM*
COc1ccc(NC(=O)N2CCC3(CC2)CCN(S(C)(=O)=O)CC3)cc1	4%	-24%	25%
CC(=O)N1CCC2(CCN(Cc3ccncc3)CC2)CC1	0%	-13%	-3%
O=C(c1cccc(F)c1)N1CCC2(CC1)CN(c1ncccn1)C2	1%	-2%	?
Nc1nc(-c2ccccc2)c(-c2ccccc2)c(-c2nc(N)nc(-c3ccccc3)c2-c2ccccc2)n1	21%[9.22 µM]	-8%[10 µM]	6%[13.5 µM]
COc1ccc(-c2nc3cnc(N4CCNCC4)nc3n(Cc3cccc(OC)c3)c2=O)cc1	-5%	-105%[inhibitor]	?
Cn1cccc1C(=O)N1CCC[C@@]2(CCN(Cc3nccs3)C2)C1	-18%	20%	-1%
Clc1ccc(CN2CCCN(Cc3ccc(Cl)cc3)C2c2cc3ccccc3c3ccccc23)cc1	-27%[9.22 µM]	8%[10 µM]	14%[13.5 µM]

12 entries already listed, sorted by number of heavy atoms, lowest first.
SMILES	SMN2 splice enh	HTT cytoprotect	ALDH1A1 block
O=C(O)c1cc(=O)[nH]c(=S)[nH]1	-6%[9.22 µM]	-4%[10 µM]	-2%[13.5 µM]
CC1=CC(=O)CC(C)(C)[C@]1(O)/C=C\C(C)=C\C(=O)O	-11%[9.22 µM]	-11%[10 µM]	6%[13.5 µM]
CC(=O)N1CCC2(CCN(Cc3ccncc3)CC2)CC1	0%	-13%	-3%
O=C(c1cccc(F)c1)N1CCC2(CC1)CN(c1ncccn1)C2	1%	-2%	?
CS(=O)(=O)N1CCC2(CCCN(C(=O)Nc3cccc(F)c3)C2)CC1	-23%	-47%[inhibitor]	18%
COc1ccc(NC(=O)N2CCC3(CC2)CCN(S(C)(=O)=O)CC3)cc1	4%	-24%	25%
Cn1cccc1C(=O)N1CCC[C@@]2(CCN(Cc3ccc(C#N)cc3)C2)C1	-12%	17%	?
COc1ccc(Oc2ncc3nc(C)c(=O)n(Cc4ccc(F)cc4)c3n2)cc1	-49%[inhibitor]	16%	25µM*
N#Cc1cccc(NC(=O)N2CC[C@@]3(CCCN(C(=O)c4cccc(F)c4)C3)C2)c1	-17%	-30%[inhibitor]	-4%
COc1ccc(-c2nc3cnc(N4CCNCC4)nc3n(Cc3cccc(OC)c3)c2=O)cc1	-5%	-105%[inhibitor]	?
Clc1ccc(CN2CCCN(Cc3ccc(Cl)cc3)C2c2cc3ccccc3c3ccccc23)cc1	-27%[9.22 µM]	8%[10 µM]	14%[13.5 µM]
Nc1nc(-c2ccccc2)c(-c2ccccc2)c(-c2nc(N)nc(-c3ccccc3)c2-c2ccccc2)n1	21%[9.22 µM]	-8%[10 µM]	6%[13.5 µM]

Continuation.
SMILES	SMN2 splice enh	HTT cytoprotect	ALDH1A1 block
CC1=N[C@@](C)(COC(=O)[C@]2(C)N[C@](C)(CO)CO2)COC1=O	-15%[9.22 µM]	-10%[10 µM]	23%[13.5 µM]
Cc1cc(C)cc(N)c1	-4%	11%	25µM*
O=Cc1ccc(C(=O)O)cc1	0%	-16%	22µM*
N#CCCn1c(=O)c(CCc2ccccc2)nc2cnc(Oc3cccc(Cl)c3)nc21	-35%[inhibitor]	5%	10µM*
Cc1cc(C)c(O)c(Cc2cccc(Cc3cc(C)cc(C)c3O)c2O)c1	-7%[9.22 µM]	-4%[10 µM]	1%[13.5 µM]
O=C(c1cnccn1)N1CCC2(CCCN(Cc3ccccc3)C2)CC1	-1%	-70%[inhibitor]	1%
CN(CCc1ccccn1)c1ccc2c(c1)Cc1ccccc1-2	22%[9.22 µM]	-1%[10 µM]	-2%[13.5 µM]
COCC(=O)O	-18%	?	-10%
Cc1nc2cnc(N(C)C)nc2n(C)c1=O	0%	-3%	?
CC(C)(C)c1ccc(O)c(CN(Cc2cc(C(C)(C)C)ccc2O)c2ccccc2)c1	-2%[9.22 µM]	13%[10 µM]	8%[13.5 µM]
CCn1c2ccccc2c2nnc(NCCCO)nc21	-2%[9.22 µM]	-4%[10 µM]	2%[13.5 µM]
CCNc1ncc2nc(-c3cccs3)c(=O)n(-c3ccc(OC)cc3)c2n1	6%	-13%	?
O=C(O)c1cc(-c2ccc(-c3ccc(-c4cc(C(=O)O)c5cc(Cl)ccc5n4)cc3)cc2)nc2ccc(Cl)cc12	-11%[9.22 µM]	7%[10 µM]	?
N#Cc1ccc(CN2CCC3(CC2)CCN(C(=O)c2cccc(F)c2)CC3)cc1	-24%	7%	-7%
O=C1C=C(N2CCN(c3ccccn3)CC2)C(=O)c2c(O)ccc(O)c21	-10%[9.22 µM]	-30%[10 µM]	-10%[13.5 µM]
CS(=O)(=O)N1CCC2(CCN(C(c3ccccc3)c3ccccc3)CC2)CC1	-16%	?	13%
Nc1cc([N+](=O)[O-])ccc1C(=O)O	-6%	-10%	?
COc1cc(C)cc2c(-c3c(O)cc(O)c4c3C[C@H](C)N[C@@H]4C)cc(-c3cc(-c4c(O)cc(O)c5c4C[C@H](C)N[C@@H]5C)c4cc(C)cc(OC)c4c3O)c(O)c12	-1%[9.22 µM]	7%[10 µM]	?
C(=Nc1ccc2c(c1)Cc1ccccc1-2)c1ccccn1	8%[9.22 µM]	-14%[10 µM]	-13%[13.5 µM]
COC(=O)N1CCC2(CC1)CN(C(=O)Nc1cccc(F)c1)C2	13%	-70%[inhibitor]	24%
O=c1c(-c2ccccc2)nc2cncnc2n1Cc1ccc(F)cc1	-53%[inhibitor]	5%	?
CC(=O)N1CCC2(CC1)CCN(c1ccncc1)CC2	-29%	27%	10%
CC(O)CC(C)O (stereo not drawn)	-9%	-17%	1%
COCC(=O)N1CCC[C@@]2(CCN(c3ccncc3)C2)C1	-5%	-5%	9%
C=CCOC(=O)c1ccccc1C(=O)OCC=C	18%	-14%	-6%
Cc1c(S(=O)(=O)O)ccc(N=Nc2c(O)c(C(=O)O)cc3ccccc23)c1Cl	-2%[9.22 µM]	12%[10 µM]	3.5µM*
COc1ccc(NC(=O)N2CC3(CCN(C(=O)c4cccc(F)c4)CC3)C2)cc1	-6%	?	?
COc1ccc(-n2c(=O)c(CCc3ccccc3)nc3cnc(N4CCNCC4)nc32)cc1	-7%	-61%[inhibitor]	?
CCCCNN	-8%[9.22 µM]	1%[10 µM]	3%[13.5 µM]
CCCCCCCCCCCCCC(=O)O	-5%	13%	-10%
CC(=O)O[C@H]1CC[C@@]2(C)C(=CC[C@@H]3[C@@H]4CC[C@H](c5cc(C(F)(F)F)n(C(C)=O)n5)[C@]4(C)CC[C@@H]32)C1	-16%[9.22 µM]	-5%[10 µM]	4%[13.5 µM]
Clc1ccc2c(N3CCC(CCC4CCN(c5ncnc6cc(Cl)ccc56)CC4)CC3)ncnc2c1	-16%[9.22 µM]	-8%[10 µM]	-6%[13.5 µM]
CC(C)Cn1cnc2c(SCc3ccccn3)nc(N)nc21	-7%[9.22 µM]	-8%[10 µM]	3%[13.5 µM]
O=C(Nc1cccc(F)c1)N1CC2(CCN(C(=O)c3csnn3)CC2)C1	-4%	-48%[inhibitor]	3%
C[C@@H](C(=O)O)/C(=C/c1ccc2c(c1)OCO2)C(=O)O	-5%[9.22 µM]	4%[10 µM]	6%[13.5 µM]
O=C(c1cnccn1)N1CCC2(CCN(Cc3ccncc3)CC2)CC1	-3%	10%	0%
COc1ccc(C(=O)N2CCC3(CCCN(c4ccc(-c5ccccc5)cc4)C3)CC2)cc1	15%	-26%	?
O=C(O)[C@@H]1[C@@H](C(=O)NCc2ccccn2)[C@@H]2C=C[C@@H]1O2	-7%[9.22 µM]	-14%[10 µM]	-9%[13.5 µM]
O=C(Nc1cccc(F)c1)N1CCCC2(CCN(C(=O)c3csnn3)CC2)C1	-6%	-2%	5%
C[C@@]12CC[C@@H]3[C@H](CCC4=CC(=O)CC[C@]43C)[C@@H]1CC[C@@H]2C(=O)COS(=O)(=O)c1ccc(Br)cc1	-17%[9.22 µM]	-16%[10 µM]	3.5µM*
Cc1noc(C)c1C(=O)N1CCC2(CCCN(Cc3ccccc3)C2)CC1	-9%	-7%	3%
Cc1ccc(N=Nc2c(O)c(S(=O)(=O)O)cc3cc(S(=O)(=O)O)ccc23)c(C)c1	-13%[9.22 µM]	-11%[10 µM]	?
Cn1c(=O)c(-c2ccccc2)nc2cnc(Oc3ccccc3)nc21	-3%	-33%[inhibitor]	?
COCC(=O)N1CCC[C@@]2(CCN(C(=O)Nc3ccc(OC)cc3)C2)C1	-9%	?	1%

Only part of the results is shown; count on the stated rates, not on these rows.
